Compound activity: PubChem, several laboratories
RSV CPE inhibition: RSV antiviral activity via CPE protection, HEp-2 cells, primary 10 µM value included (AID 2391) | HEp-2 cells, RSV-induced CPE inhibition; higher % means a stronger effect | CPE inhibition, % at 10 µM; hits with a dose series show IC50 in µM | hit rate 0.13% among 310,000; in the data active = a potency from the dose series; inconclusive = CPE inhibition mostly from about 23% at the one dose, without a potency; inactive = the rest, 99 in 100 with CPE inhibition below about 21%; also: strong numbers were not always called active
West Nile antiviral: West Nile virus antiviral activity, cell-based, CPE readout (AID 1621); hit rate 0.02% among 290,000; West Nile virus-infected cells, CPE inhibition; higher % means a stronger effect; CPE inhibition, % at 10 µM, or IC50 in µM where a hit was titrated; in the data active = a potency from the dose series; inconclusive = CPE inhibition mostly from about 3.7% at the one dose, without a potency; inactive = the rest, 99 in 100 with CPE inhibition below about 2.2%; also: strong numbers were not always called active
P. falciparum M17LAP: P. falciparum M17LAP inhibitors, primary screen, biochemical, fluorogenic H-Leu-NHMec substrate, 1536-well (AID 1619); Leucine aminopeptidase (Plasmodium falciparum (isolate 3D7)); recombinant M17LAP, H-Leu-NHMec fluorogenic kinetic assay; higher % means a stronger effect; inhibition, % at 30 µM; hits with a dose series show IC50 in µM; hit rate 0.38% among 220,000;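 active = compound inhibiting the enzyme by more than half at any dose during confirmatory dose-response retesting; inconclusive = strong single-dose inhibitors picked by rank but not retested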;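 also: plate controls were full reaction with DMSO carrier for no effect and no enzyme background for full effect; strong numbers were not always called active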
K1F lysis inhibition: inhibition of K1F phage lysis, E. coli UTI89, bacterial capsule biogenesis inhibitors, alamar blue (AID 488966); E. coli UTI89 K1F phage lysis, alamar blue, 2 h; higher % means a stronger effect; hit rate 0.02% among 340,000; inhibition, % at 100 µM; hits with a dose series show IC50 in µM;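 active = phage lysis inhibition, versus mean bacterial control, above a set limit; inconclusive = no clear call, values can overlap the other calls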;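 also: capsule biogenesis inhibitors block K1F phage lysis so surviving cells raise fluorescence; higher fluorescence means more inhibition of phage lysis; actives were called in the ten point dose series up to 300 µM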
TNAP activation fold: human TNAP enzyme activators, primary screen, biochemical, luminescent, no phosphate acceptor, uHTS (AID 1001); activation fold at 20 µM, or EC50 in µM where a hit was titrated; Alkaline phosphatase, tissue-nonspecific isozyme (Homo sapiens); purified TNAP, luminescent activation assay, no phosphate acceptor; higher activation fold means a stronger effect; hit rate 0.03% among 200,000; in the data active = activation fold from about 3, or a potency from the dose series; inactive = the rest, 99 in 100 with activation fold below about 1.6; also: many of its hits are not listed in these tables
PMI inhibition: human PMI inhibitors, high substrate, primary screen, biochemical, fluorescence intensity, high mannose 6-phosphate (AID 1220) | Mannose-6-phosphate isomerase (Homo sapiens) | recombinant PMI enzyme, coupled fluorescence intensity; higher % means a stronger effect | inhibition, % at 20 µM, or IC50 in µM where a hit was titrated | hit rate 0.66% among 190,000
M1AAP inhibition: P. falciparum M1AAP inhibitors, biochemical, fluorogenic H-Leu-NHMec substrate, 1536-well (AID 1445) | hit rate 0.42% among 220,000 | Aminopeptidase N (Plasmodium falciparum (isolate 3D7)) | inhibition, % at 30 µM; hits with a dose series show IC50 in µM | recombinant M1AAP, H-Leu-NHMec fluorogenic kinetic assay; higher % means a stronger effect;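 active = primary inhibition above the hit cutoff, then over 50% inhibition at one or more dose response concentrations, cut at about 23% in these data, passing the limit was not always enough; inconclusive = conflicting primary data, or primary hits not chosen for dose response; inactive = low primary inhibition, or under 50% at every dose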;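 also: plate controls were DMSO full reaction for no effect and no enzyme background for full effect; strong numbers were not always called active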
T cell modulator: modulators of CD8 T cell-vesicle binding, primary screen, mouse 2C CD8+ T cells, flow cytometry; 2C CD8+ T cell-vesicle binding; active compounds read low; calls only at 7 µM; hit rate 0.068% among 330,000; AID 2052, 2009;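 active = response, share of CD8 T cells binding vesicles, and their 90th percentile fluorescence all below set limits, cut at about 80% in these data, passing the limit was not always enough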
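Material: 2C TCR transgenic mouse naive CD8+ T cells, MACS-purified. Also added: QL9-charged Drosophila Ld/ICAM-1/B7-1 vesicles. Timing: binding 1.5 h at 37 °C. Measured by: high-throughput flow cytometry with anti-B7-1 and anti-CD8 staining. Read-out: percent CD8+ FL2 mean versus row control. Controls: Unloaded micro-vesicles (low), QL9 vesicles with 0.7% DMSO (high).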
human PMI inhibition: inhibitors of human PMI, primary screen, biochemical, fluorescence intensity, coupled assay (AID 1209); Mannose-6-phosphate isomerase (Homo sapiens); purified PMI enzyme, coupled fluorescence intensity; higher % means a stronger effect; hit rate 0.42% among 190,000; one-dose inhibition, % at 20 µM; IC50 in µM for titrated hits;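 also: plate controls were DMSO vehicle for no effect and wells lacking substrate for full effect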
T cell modulator vesicle-bound %: further read-out of T cell modulator, marked with its call; double positive events, %; measured here: CD8+ vesicle-bound cell fraction;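 binding gate set so that unloaded-vesicle control wells show 10% double positive cells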
* = called active by the depositor; i = inactive; ? = inconclusive; / = not tested or not shown; [ ] = another dose, or the depositor's remark. Rule as the data show it, unless noted: active = inhibition above about 50%; inactive = the rest.

The opening five compounds, ahead of the listing:
SMILES	RSV CPE inhibition	West Nile antiviral	P. falciparum M17LAP	K1F lysis inhibition	TNAP activation fold	PMI inhibition	M1AAP inhibition	T cell modulator	T cell modulator vesicle-bound %	human PMI inhibition
Cc1ccccc1Cn1c(-c2ccc(=O)[nH]c2)nc2ccccc21	-0.2%	-0.6%	/	0.0%	/	/	/	i	49	/
Cc1cnc(C(=O)OCC(=O)NCc2ccccc2)cn1	0.5%	-0.3%	5%	1.6%	1.2	8%	-6%	i	35	11%
CC(Oc1ccc(F)cc1)C(=O)Nc1ccccc1N1CCCCC1 (stereo not drawn)	11%	1.3%	/	-0.1%	/	/	/	i	58	/
Cc1cc(C)c(C#N)c(OCC(=O)c2ccccc2)n1	3.4%	0.2%	-1%	3.7%	1.1	-1%	4%	i	33	4%
COCCNC(=S)N(CCc1c(C)[nH]c2ccc(F)cc12)Cc1ccc(C)cc1	16%	-1.0%	/	-0.1%[50 µM]	/	/	/	i	8	/

The whole of this part (from the top)
SMILES	RSV CPE inhibition	West Nile antiviral	P. falciparum M17LAP	K1F lysis inhibition	TNAP activation fold	PMI inhibition	M1AAP inhibition	T cell modulator	T cell modulator vesicle-bound %	human PMI inhibition
Cc1ccccc1Cn1c(-c2ccc(=O)[nH]c2)nc2ccccc21	-0.2%	-0.6%	/	0.0%	/	/	/	i	49	/
Cc1cnc(C(=O)OCC(=O)NCc2ccccc2)cn1	0.5%	-0.3%	5%	1.6%	1.2	8%	-6%	i	35	11%
CC(Oc1ccc(F)cc1)C(=O)Nc1ccccc1N1CCCCC1 (stereo not drawn)	11%	1.3%	/	-0.1%	/	/	/	i	58	/
Cc1cc(C)c(C#N)c(OCC(=O)c2ccccc2)n1	3.4%	0.2%	-1%	3.7%	1.1	-1%	4%	i	33	4%
COCCNC(=S)N(CCc1c(C)[nH]c2ccc(F)cc12)Cc1ccc(C)cc1	16%	-1.0%	/	-0.1%[50 µM]	/	/	/	i	8	/
Cc1cc(C)c(S(=O)(=O)/N=C2\C=C(NS(=O)(=O)c3ccccc3)C(=O)c3ccccc32)c(C)c1	-0.8%	0.2%	/	-0.3%	/	/	/	i	18	/
Cc1cccc2cc(CN(Cc3nnnn3Cc3ccco3)C3CCCC3)c3nnnn3c12	58%	-0.1%	-12%	0.3%	1.1	13%	4%	i	21	19%
CN(Cc1ccccc1)S(=O)(=O)c1ccc2c(c1)n(C)c(=O)n2C	2.3%	0.1%	4%	-0.2%	1.1	16%	6%	i	48	11%
Cc1cccc(C)c1NC(=O)COC(=O)Cc1ccsc1	1.8%	0.0%	0%	0.3%	1.1	-4%	3%	i	61	0%
COc1ccccc1OCc1ccc(C(=O)N2CCN3CCCC3C2)cc1 (stereo not drawn)	-0.9%	-0.1%	-9%	-0.2%	1.1	-1%	-4%	i	48	6%
COc1cccc(/C=N\NC(=O)c2ccc(C)nc2)c1	0.3%	0.2%	/	-0.2%	/	/	/	i	14	/
O=C(Nc1cccn(Cc2ccccc2Cl)c1=O)NC1CCCCC1	14%	-2.0%	7%	0.1%	1.1	13%	0%	i	50	5%
COc1ccc(-c2c(C#N)c(N)nc3c2CCc2ccccc2-3)cc1OC	22%	0.6%	-28%	/	1.1	21%	12%	i	40	23%
CC1=CCC2C(=O)N(c3ccc(OC(=O)c4ccco4)cc3)C(=O)C2C1 (stereo not drawn)	1.8%	-0.3%	14%	-0.3%[50 µM]	1	10%	8%	i	48	9%
O=C(Cc1ccc(Cl)cc1Cl)Nc1ccc(OC(F)F)c(Cl)c1	4.2%	-1.2%	2%	1.5%[50 µM]	1.1	-10%	6%	i	20	-9%
Cc1ccc(S(=O)(=O)CC(=O)NCc2ccccc2)cc1	-0.4%	0.0%	/	0.2%	/	/	/	i	64	/
Cc1nnc(NC(=O)CSc2ccc(-c3ccccn3)nn2)s1	-2.2%	-0.5%	-5%	/	1	-16%	0%	i	33	-1%
COc1ccc(S(=O)(=O)N2CCCN(S(=O)(=O)c3ccc(OC)c(C)c3)CC2)cc1C	1.5%	-0.1%	0%	1.0%[50 µM]	1.1	10%	-1%	i	41	1%
Cc1ccc2cc(C#N)c(NCCCNC(=O)C3CCCO3)nc2c1 (stereo not drawn)	1.0%	-0.3%	-56%	-0.1%	1.1	-15%	-5%	i	38	2%
CN(C)/C=C/C(=O)c1ccccc1	-0.1%	-0.1%	7%	0.2%	/	/	11%	i	39	/
CC(=O)c1ccc(N2CCN(S(=O)(=O)c3ccc(-c4cc(C)no4)s3)CC2)cc1	2.0%	0.7%	/	0.2%	/	/	/	i	3	/
N#C/C(=C\c1c[nH]c2ccc(Br)cc12)c1ccccn1	5.4%	0.0%	/	-0.1%	/	/	/	i	17	/
O=Cc1cccn1Cc1ccc(Cl)cc1Cl	0.2%	0.5%	-10%	5.3%	1.1	0%	4%	i	34	0%
CCCCOC(=O)c1ccc(NC(=O)c2cc(Cl)ccc2OC)cc1	3.0%	0.2%	-3%	0.3%	1.1	10%	3%	i	40	12%
Nc1c(CO)nnn1-c1ccccc1	0.8%	-0.1%	4%	1.5%[50 µM]	1	6%	6%	i	56	-1%
Cc1ccc(NC(=O)CN(C)C(=O)c2ccc(C(F)(F)F)cc2)cc1	2.4%	-0.1%	-2%	0.3%	1.2	-3%	5%	i	59	-10%
CCOc1cc(NC(=S)NCC(C)C)c(OCC)cc1NC(=O)c1ccco1	2.1%	-0.5%	-4%	-1.4%	1	30%	6%	i	22	12%
COc1ccc(C(=O)Nc2ccc(F)cc2F)cc1	-0.1%	0.7%	17%	0.0%	1.1	-96%	0%	i	45	-48%
O=C1CN(C(=S)NC(=O)c2ccccc2[N+](=O)[O-])CCN1	1.7%	0.2%	/	-0.7%[50 µM]	/	/	/	i	64	/
C=CCNCCCCOc1cccc(Br)c1	-0.6%	-0.6%	10%	0.1%	1	7%	-1%	i	59	-4%
OC(c1ccc(Cl)cc1)c1nnc(-c2ccccc2)o1 (stereo not drawn)	5.3%	-0.3%	15%	-0.9%	1.2	-2%	4%	i	19	-3%
Cc1cc(-c2ccccc2)nc2c(Br)c(=O)[nH]n12	?	1.0%	8%	0.1%	1	21%	7%	i	25	28%
CC(=O)c1c(C)[nH]c(C(=O)Nc2ccc(Cl)cc2F)c1C	4.5%	-0.7%	/	3.4%	/	/	/	i	52	/
COc1ccccc1OCCC(=O)OCC(=O)NC(=O)NC(C)(C)C	0.4%	-0.1%	1%	-1.8%	1.1	16%	-5%	i	30	11%
O=C(NCc1ccc(F)cc1)c1cccc2c1C(=O)N(Cc1cccnc1)C2	2.2%	-1.2%	4%	0.0%	1.2	0%	4%	i	64	-7%
Cc1c(NC(=S)N/N=C/C=C/c2ccc([N+](=O)[O-])cc2)c(=O)n(-c2ccccc2)n1C	4.6%	-1.1%	14%	1.4%	0.7	-111%	9%	i	50	-52%
CCN(CC)CCNC(=O)c1ccc2c(=O)n(C3CCCC3)c(=S)[nH]c2c1	-1.5%	?	9%	0.5%	1.1	4%	4%	i	33	5%
CCCCCN(C(=O)NC(=O)Nc1nncs1)S(C)(=O)=O	1.4%	-0.6%	-1%	2.2%	1.1	6%	6%	i	28	0%
Cc1cccc(-c2noc(-c3ccc(Cl)cc3[N+](=O)[O-])n2)c1	4.9%	-0.6%	22%	0.8%	1.2	11%	2%	i	24	21%
CC(NC(=O)Nc1ccc(Cl)cc1)c1ccc2c(c1)OCO2 (stereo not drawn)	51%	-0.4%	/	0.1%	/	/	/	i	60	/
O=C(NCc1cccnc1)Nc1ccc(Br)cc1Cl	1.3%	-0.1%	/	2.3%[50 µM]	/	/	/	i	62	/
Cc1c(S(=O)(=O)NC(C)c2ccccc2)c(=O)n(C)c(=O)n1C (stereo not drawn)	2.2%	0.3%	/	-0.1%	/	/	/	i	13	/
COCCOC(=O)C1=C(C)NC(C)=C(C(=O)OCCOC)C1/C=C/c1ccccc1OC	0.7%	-0.7%	19%	-0.5%	/	/	4%	i	34	/
CCOC(=O)c1sc(NC(=O)CC(C)c2ccccc2)nc1C (stereo not drawn)	-0.2%	-0.9%	/	2.1%	/	/	/	i	47	/
O=C(Nc1ccccc1C(=O)NCc1ccccc1)c1ccccc1	0.8%	1.6%	6%	7.2%	1.1	12%	0%	i	16	18%
COc1ccc(C)cc1NC(=O)C(OC(=O)CNC(=O)c1ccc(Oc2ccccc2)cc1)c1ccccc1 (stereo not drawn)	0.5%	0.0%	-3%	0.1%	1.4	3%	4%	i	51	24%
COc1ccc(-c2cc(C(=O)Nc3ccccc3)on2)cc1	4.3%	0.0%	0%	0.1%	1.1	-2%	4%	i	27	-5%
Cc1cc(-c2ccc(C)c(S(=O)(=O)NCCCN3CCN(c4ccccc4F)CC3)c2)on1	-0.3%	-0.6%	/	0.2%	/	/	/	i	47	/
Cc1ccnc(NS(=O)(=O)c2ccc(NC(=O)C3CCCO3)cc2)n1 (stereo not drawn)	-1.4%	-0.3%	-9%	0.2%	1	-2%	-2%	i	32	-17%
COc1ccc(Br)cc1CN1CCN(S(=O)(=O)Cc2ccccc2)CC1	1.8%	-0.1%	/	-0.1%	/	/	/	i	61	/

Continued:
SMILES	RSV CPE inhibition	West Nile antiviral	P. falciparum M17LAP	K1F lysis inhibition	TNAP activation fold	PMI inhibition	M1AAP inhibition	T cell modulator	T cell modulator vesicle-bound %	human PMI inhibition
CCc1nc(NCC2CCCO2)c(C#N)c2c1COC(C)(C)C2 (stereo not drawn)	1.0%	0.2%	-10%	-0.7%	1.1	1%	5%	i	28	4%
CCCn1c2c(c(O)c(C(=O)Nc3nc(C)cs3)c1=O)CCCC2	/	0.3%	-1%	/	1	4%	-2%	/	/	1%
C1CCc2c(nnc3c2-c2nonc2CC3)C1	0.6%	-0.5%	1%	2.1%	1.1	-37%	3%	i	54	-37%
O=C(N/N=C\c1ccccn1)c1ccccc1O	1.8%	0.2%	19%	0.2%	2.6	8%	8%	i	57	5%
